Compound activity as filed in PubChem.
aDG glyco act = activators of alpha-DG glycosylation, primary screen, uHTS, Pro5-aDG cells, AlphaScreen; alpha-DG glycosylation AlphaScreen (IIH6); 0% Pro5, 100% B10-LARGE cell signal; activation, % at 10 µM; hit rate 0.22% among 360,000;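 active means activation of at least 8% versus controls, or a plate z-score of at least 8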;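 further: Pro5 are CHO cells carrying HIG-tagged alpha-DG that lacks glycosylation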
Cardio protect = cardioprotection against H2O2-induced cell death, primary screen, uHTS, H9c2 cells, ATPLite luminescence | H9c2 cardiomyocytes, H2O2 injury protection, 2 h | protection from H2O2 cell death, % at 20 µM | hit rate 0.63% among 360,000 | AID 588492, 2011;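 active means compounds giving at least 50% protection of heart cells from peroxide-induced death in the single-dose screen, raw or plate-pattern-corrected value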;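 further: 0% = DMSO wells with peroxide and 100% = DMSO wells without peroxide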
Granule exo inh = LAMP-1 surface exposure blockers, TALL-104 cells – cell-based, flow cytometry, MLPCN library, primary screen. hit rate 0.66% among 360,000. inhibition, % at 10 µM. TALL-104 LAMP-1 surface exposure; cells stimulated with thapsigargin and PMA. AID 651702, 2012;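 active means inhibition above about 55%, limit read from the data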
hiPSC survival = enhancers of single-cell hiPSC survival, primary screen, ATPlite luminescence | survival enhancement, % at 20 µM | hit rate 0.044% among 360,000 | 100% = ROCK inhibitor wells, 0% = DMSO | AID 602274, 2012; in the data active means survival enhancement above about 18%;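 further: cells exposed to compounds for 16 hours before the ATP read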
Glyco luc inh = increase of ERlucT glycosylation luciferase signal, primary screen, N-linked glycosylation inhibitor project, D54 ERlucT cells, luminescence, set 2 | D54 ERlucT glycosylation luciferase reporter, 24 h; percent of 100 nM tunicamycin response | reporter increase, % at 12.5 µM | hit rate 0.23% among 360,000 | AID 588692, 2011;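 active means mean luciferase reporter signal, scaled so untreated is 0 and the glycosylation-blocking control 100, at or above a set limit in every replicate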;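 further: luciferase carries N-glycosylation sites so blocking glycosylation raises the light; 0% = median of neutral control wells and 100% = median of 100 nM tunicamycin wells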
ABHD5 PLIN5 PPI = ABHD5-PLIN5 interaction inhibitors, primary screen, cell lysate, split luciferase complementation, luminescence; Split G. princeps luciferase complementation, 4 h; inhibition, % at 4 µM; hit rate 0.78% among 360,000; Perilipin-5 (Homo sapiens) + 1-acylglycerol-3-phosphate O-acyltransferase ABHD5 (Homo …;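 active means inhibition above the mean inhibition across every tested compound plus 3 SD, cut at about 22% in these data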;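 further: 0% = DMSO only wells and the 100% control is not disclosed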
Target sequence (Q00G26 whole entry, looked up): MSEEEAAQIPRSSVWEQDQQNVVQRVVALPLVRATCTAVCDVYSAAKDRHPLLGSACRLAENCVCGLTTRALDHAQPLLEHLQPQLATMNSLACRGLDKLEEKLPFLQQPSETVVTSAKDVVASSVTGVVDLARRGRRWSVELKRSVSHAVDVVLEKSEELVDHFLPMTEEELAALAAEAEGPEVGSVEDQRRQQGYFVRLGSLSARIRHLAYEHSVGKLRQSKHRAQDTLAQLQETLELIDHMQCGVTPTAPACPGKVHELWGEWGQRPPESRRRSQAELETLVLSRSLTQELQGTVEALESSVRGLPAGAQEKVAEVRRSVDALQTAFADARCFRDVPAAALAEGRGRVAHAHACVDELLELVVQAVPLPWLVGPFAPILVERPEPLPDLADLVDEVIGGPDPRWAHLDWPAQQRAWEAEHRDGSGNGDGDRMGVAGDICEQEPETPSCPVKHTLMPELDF
Target sequence (Q8WTS1 whole entry, looked up): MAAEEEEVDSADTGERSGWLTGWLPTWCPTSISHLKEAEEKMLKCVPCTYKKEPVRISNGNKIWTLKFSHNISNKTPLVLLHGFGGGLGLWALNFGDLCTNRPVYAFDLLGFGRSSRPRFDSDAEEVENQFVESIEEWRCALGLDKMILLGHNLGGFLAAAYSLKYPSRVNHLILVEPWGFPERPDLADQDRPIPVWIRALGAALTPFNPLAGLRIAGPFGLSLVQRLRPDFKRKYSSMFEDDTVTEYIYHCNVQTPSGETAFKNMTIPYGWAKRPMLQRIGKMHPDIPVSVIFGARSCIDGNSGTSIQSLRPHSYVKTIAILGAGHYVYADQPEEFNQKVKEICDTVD
ABCB6 inh MLPCN = ABCB6 transporter inhibitors, primary screen, K562-ABCB6 cells, flow cytometry, MLPCN library; ATP-binding cassette sub-family B member 6 (Homo sapiens), Q9NP58; K562-ABCB6 porphyrin accumulation, 1 h; hits give low values; fluorescence ratio to DMSO, % at 10 µM; hit rate 0.19% among 360,000; AID 602162, 2011;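 active means fluorescence ratio to DMSO below 75%, the collection mean minus 3 SD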;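 further: signal is porphyrin accumulated inside mitochondria; 100% equals median channel fluorescence of DMSO control wells; lower ratio means ABCB6 inhibition with less porphyrin fluorescence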
MC4R barr agon = MC4R agonists recruiting beta-arrestin, primary screen, cell-based, luminescence, agonist arm of biased-ligand search. AID 540308, 2011. Melanocortin receptor 4 (Homo sapiens), P32245. U2OS MC4R beta-arrestin complementation; percent of melanotan II response, DMSO zero. hit rate 0.98% among 360,000. activation, % at 8.9 µM;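 active means activation above a per-plate cutoff, the mean activation of sample wells on that plate plus 3 SD, cut at about 8% in these data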
m5-HT2A agonist = mouse Htr2a agonists via beta-arrestin recruitment, primary screen, cell-based, luminescence | activation, % at 7.6 µM | hit rate 0.66% among 360,000 | 5-hydroxytryptamine receptor 2A (Mus musculus), P35363 | CHO-K1 mHTR2A beta-arrestin complementation; percent of 30 µM serotonin response | AID 624169, 2012;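 active means activation above a run cutoff, the mean activation of all tested compounds plus 3 SD, cut at about 14% in these data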;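 further: 0% = plate median of compound wells and 100% = 30 µM serotonin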
MC4R antagonist = MC4R antagonists of cAMP signaling, primary screen, cell-based, TR-FRET, antagonist arm of biased-ligand search; MC4R-expressing cells, MTII-stimulated cAMP, LANCE TR-FRET; inhibition, % at 6.5 µM; Melanocortin receptor 4 (Homo sapiens), P32245; AID 540295, 2011; hit rate 0.48% among 360,000;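 active means inhibition above its plate's cutoff, the mean of tested wells on that plate plus 3 SD, cut at about 29% in these data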;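 further: 0% = Melanotan II alone and 100% = Melanotan II plus saturating MCL0020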
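System – human MC4R-expressing U2OS cells · Also added – Melanotan II · Dosing – one concentration, 6.5 µM nominal · Timing – 30-min compound, 1-h challenge, 1-h detection, room temperature · Measured by – Eu-cAMP/anti-cAMP TR-FRET, emission 671 nm · Replicates – singlicate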
An asterisk follows results filed as active; nt = no result given.

SMILES	aDG glyco act	Cardio protect	Granule exo inh	hiPSC survival	Glyco luc inh	ABHD5 PLIN5 PPI	ABCB6 inh MLPCN	MC4R barr agon	m5-HT2A agonist	MC4R antagonist
CCCCNCCS(=O)(=O)NCc1ccccc1	-0.1	-5	-5	4.7	-6	0	99	1.7	0	16
CCn1c(SCC(=O)Nc2ccccc2C(=O)OC)nnc1-c1cccc(C)c1	0.2	1	0	1.8	-3	-5	101	0.9	0	16
CC(=O)C1C(=O)CC(c2ccc(Cl)cc2)CC1=O (stereo not drawn)	0.3	-2	-6	-0.6	2	0	99	-0.9	5	9
CC(C)n1cc(C#N)c(N)n1	-0.1	-9	0	-0.1	0	5	88	-0.6	3	11
Fc1ccc(-n2nnc(-c3cccnc3Cl)n2)cc1	0.3	-7	-1	-2.9	-9	5	105	-0.1	1	1
COc1ccc(-n2nc(C(N)=O)c(O)cc2=O)cc1	-0.2	0	0	7.2	2	5	92	-2.9	0	1
O=C(Nc1ccccc1C(=O)N/N=C/c1ccco1)c1ccc(F)cc1	-0.2	-3	2	-1.0	1	21	97	-0.6	11	18
O=C(O)c1cc2ccccc2c2cc(Br)ccc12	0.0	8	-5	0.7	1	8	98	0.5	2	26
CCOc1ccc(CCNC(=O)c2ccc(CS(=O)Cc3ccc(Cl)cc3)o2)cc1 (stereo not drawn)	0.4	-7	-2	-0.2	-1	-1	98	-1.8	-1	1
CCCSCCCNC(=O)c1ccc(NC(=O)C2=CSCCO2)cc1	-0.2	0	-6	-0.1	-2	-5	100	-0.2	-2	5
O=C(OC1CCOC1=O)C1CCN(S(=O)(=O)c2ccccc2)CC1 (stereo not drawn)	0.1	13	-5	-0.4	1	0	95	-1.2	6	35*
COc1ccc(CC(=O)NCC(=O)N=Nc2c(O)[nH]c3ccccc23)cc1	-0.2	-1	1	0.0	0	-3	99	-1.1	-1	-2
CC(C)[C@H](NC(=O)c1ccco1)C(=O)NCc1ccccc1	0.1	1	-6	-0.3	0	3	93	-0.3	2	8
CC(C)=CCC[C@H](C)C[C@@H]1Cc2[nH][nH]c(=O)c2[C@H](c2ccc(Cl)cc2)O1	0.0	nt	1	0.0	nt	-14	96	nt	4	nt
COCCn1c(=NC(=O)c2ccc(S(=O)(=O)N3CCCc4ccccc43)cc2)sc2cc(S(C)(=O)=O)ccc21	-0.2	14	-7	-1.1	-3	-1	102	-3.9	-3	1
C=C1[C@@H](OC(C)=O)CC[C@]2(C)[C@@H]1C[C@@H]1C[C@H](OC(C)=O)C(C)=C([C@@H](OC(C)=O)[C@@H]2OC(C)=O)C1(C)C	0.4	-2	-4	-3.7	-3	-2	100	-0.6	3	4
Cc1cc(C)c2c(=O)n(CC(=O)Nc3ccc(Cl)cc3)sc2n1	0.0	-30	40	0.1	0	76*	106	1.0	5	4
O=C(Nc1ccncc1)C1CC(=O)N(c2ccccc2)C1 (stereo not drawn)	0.3	-10	-1	0.1	-1	-2	96	-0.7	-4	4
Cn1c(O)c(C(C#N)=C2N=c3ccccc3=N2)c2ccccc21	0.5	4	-1	-2.7	5	-10	97	5.5	3	-4
Cc1ccc(S(=O)(=O)NCCC(=O)OCC(=O)Nc2cccc(S(=O)(=O)NC3=NCCCCC3)c2)cc1	0.0	0	-4	0.5	0	-8	97	-0.8	1	-2
Cn1nc([N+](=O)[O-])nc1Oc1ccc2ccccc2c1	0.4	-3	-4	0.6	2	3	97	2.1	1	7
Cc1cc(C)c(S(=O)(=O)NCc2cccnc2)cc1C	-0.1	4	2	0.3	0	3	95	-0.4	5	0
Cn1cnnc1SCC(=O)Nc1cc(S(=O)(=O)N2CCCCCC2)ccc1Cl	-0.3	7	1	1.9	3	1	99	3.1	7	23
N#CCC(=O)Nc1ccc(C(=O)OCC(=O)Nc2cccc3ccccc23)cc1	-0.2	1	0	-1.0	1	11	103	0.8	3	-6
CN1CCN(Cc2nc3ccccc3c(=O)n2Cc2nc(-c3ccccc3F)cs2)CC1	1.7	0	2	-0.9	2	0	100	-2.1	-5	13
O=C(c1ccco1)N(CCC(c1ccccc1)c1ccco1)Cc1ccc(F)cc1 (stereo not drawn)	0.2	-18	59*	0.3	-8	9	99	-1.5	-10	2
COC(=O)[C@]1(CC(C)C)N[C@H](c2ccc(-c3ccc(OC)cc3)cc2)[C@@H]2C(=O)N(C)C(=O)[C@@H]21	0.4	-3	-10	-3.9	-7	-1	99	2.4	3	-1
CCCCn1c(N)c(N(CCC(C)C)C(=O)CC2OC(=O)c3ccccc32)c(=O)[nH]c1=O (stereo not drawn)	-0.1	3	2	0.2	1	8	96	-0.9	3	5
CC1CCCCN1C(=O)C1COc2ccccc2O1 (stereo not drawn)	0.0	-6	4	-0.2	0	4	103	0.3	7	-3
C=C(c1ccccc1C)[n+]1ccccc1	0.6	-3	-5	-0.4	0	-11	97	-1.4	2	-4

Sorted by the number under MC4R barr agon (ascending): three from the list above
mol	MC4R barr agon
COCCn1c(=NC(=O)c2ccc(S(=O)(=O)N3CCCc4ccccc43)cc2)sc2cc(S(C)(=O)=O)ccc21	-3.9
COc1ccc(CC(=O)NCC(=O)N=Nc2c(O)[nH]c3ccccc23)cc1	-1.1
Cc1cc(C)c(S(=O)(=O)NCc2cccnc2)cc1C	-0.4

(next part)
SMILES	aDG glyco act	Cardio protect	Granule exo inh	hiPSC survival	Glyco luc inh	ABHD5 PLIN5 PPI	ABCB6 inh MLPCN	MC4R barr agon	m5-HT2A agonist	MC4R antagonist
Cc1ccc(Cn2ccc(NC(=O)CCSc3nc(-c4ccco4)cc(C(F)(F)F)n3)n2)cc1	0.0	-4	6	-1.3	1	-2	100	0.7	0	-1
CCCCN(C=O)c1c(CC)nc2ccc(C(=O)N3CCN(S(=O)(=O)CC)CC3)cn12	0.2	-3	-4	-2.1	1	2	88	-1.1	7	0
COc1ccc(NC(=O)CN(C)C(=O)CNC(=O)c2cccs2)cc1	-0.6	-4	-10	-0.4	0	2	101	-0.2	0	3
Cc1cc(Cl)c(C)c(S(=O)(=O)N2CCN(CC(=O)N3CCOCC3)CC2)c1Cl	0.1	2	5	-0.1	0	-2	90	-3.8	4	2
NC(=O)N/N=C(/CCCCCC/C(=N\NC(N)=O)c1ccccc1)c1ccccc1	0.0	0	17	0.2	2	2	95	1.8	-3	-15
Nc1nonc1C(=O)N/N=C/c1ccc(-c2ccc(Cl)c(C(=O)O)c2)o1	0.4	1	0	0.1	0	2	88	-2.5	-3	-18
CN(Cc1ccccc1Cl)C(=O)C1CC(=O)N(c2ccc3c(c2)OCCO3)C1 (stereo not drawn)	0.1	-2	-4	-0.6	-1	5	102	-0.7	-1	-2
O=[N+]([O-])c1cccc(/C=N/Nc2nc(N3CCOCC3)nc(N3CCOCC3)n2)c1	0.2	20	5	-0.8	2	-3	99	-1.3	-2	-4
OCCNCCCCOc1ccc(OCc2ccccc2)cc1	1.9	12	-7	0.0	-6	14	100	-0.8	-1	6
CC(C)(C#CCN1CCCCC1)OCCOC(c1ccccc1)c1ccccc1	0.0	-26	3	5.6	-6	-2	94	-0.1	-10	16
O=C(NC1CCCC1)c1ccc(CS(=O)(=O)c2ccc(Br)cc2)o1	0.0	-6	-1	-2.7	-1	2	99	-0.2	-1	17
O=C(Cn1cc2c(n1)CCCC2)N1CCCc2ccccc21	0.1	11	-1	-0.2	-1	7	96	-2.1	4	2
CC(C)CN(CC(C)C)C(=O)COc1ccccc1C(N)=O	0.1	10	2	-0.5	1	-3	93	-2.5	-4	2
Cc1cnc(C(=O)N2CCCC(N3CCN(c4ccccc4F)CC3)C2)cn1 (stereo not drawn)	-0.4	-4	4	-0.1	0	3	104	0.5	5	2
O=C(C1CC1)N1N=C(c2ccc(Br)cc2)CC1(O)C(F)(F)F (stereo not drawn)	0.0	-5	-6	0.0	-2	-6	97	4.3	0	-5
NCC1CCC(C(=O)Oc2ccc(CCC(=O)O)cc2)CC1 (stereo not drawn)	0.0	4	1	-1.0	-1	-5	101	-0.3	-3	13
O=C(CSc1nncs1)N1c2ccccc2Sc2ccccc21	3.3	-1	-5	-1.2	-2	7	96	0.9	4	3
COc1ccc(OC)c(S(=O)(=O)N2CCCc3ccccc32)c1	0.1	-6	-1	-2.4	-2	-7	101	-1.5	-6	-2
COc1ccc(NS(=O)(=O)c2cc(NC(=O)c3ccc(=O)[nH]c3)ccc2N2CCCC2)cc1	-0.2	2	19	0.3	nt	0	102	-4.3	-8	-19
CC(NC(=O)COc1ccc(Br)cc1)C(=O)O (stereo not drawn)	-0.3	2	7	2.7	2	-2	95	1.1	2	7
COc1ccc(NC(=O)C(C)N2C(=O)c3ccccc3C2=O)cc1S(=O)(=O)N1CCOCC1 (stereo not drawn)	-0.2	6	-2	-0.4	-1	4	99	-1.3	0	13
Cc1occc1-c1nnc(SCC(=O)N2CCCCC2)n1C	0.0	6	2	2.2	2	-6	114	-1.1	10	9
COc1cccc(CNC(=O)c2cc(C)nc3ccccc23)c1	-0.2	8	-1	0.2	1	8	96	0.2	5	14
Cc1ccc(NC(=O)CNC(=O)c2ccccc2F)cc1Cl	0.2	-4	2	-1.4	3	-6	96	1.0	-2	2
Nc1nc(F)nc2c1ncn2[C@@H]1O[C@H](CO)[C@@H](O)[C@@H]1O	0.1	-5	-1	1.3	1	-1	96	0.8	4	17
C/C(=C\c1ccccc1)CN1CCN(C(C)C)C(CCO)C1 (stereo not drawn)	0.1	5	1	-0.4	-1	1	93	-0.1	3	8
Cc1nc2ccccn2c1C(=O)NNC(=O)Nc1cccc(C(F)(F)F)c1	-0.4	-1	-3	-0.3	1	-5	97	-2.7	3	2
CCOc1ccc(S(=O)(=O)N2CCC(C(=O)OC(C)C(=O)N3CCOCC3)CC2)cc1 (stereo not drawn)	-0.1	4	2	-0.5	2	-1	98	0.8	2	-2
CC(C)CCNC(=O)C1C2C=CC3(CN(Cc4ccccc4Cl)C(=O)C13)O2 (stereo not drawn)	0.0	8	1	-0.2	1	-6	99	1.1	2	26
COC(CN1C(=O)C(=O)/C(=C(/O)c2ccccc2)C1c1ccccn1)OC (stereo not drawn)	0.0	3	-12	2.2	-1	0	105	2.5	2	18
CC(=O)N1CCOc2ccc(S(=O)(=O)N3CCC(C(=O)Nc4ccc(F)cc4)CC3)cc21	-0.1	-7	-2	0.2	-2	-4	95	-2.3	-5	2
CCCCn1c(SCC(=O)c2ccc(O)c(O)c2)nc2ccsc2c1=O	-0.1	92*	14	-0.5	0	-3	95	1.8	0	15
